West Nile antiviral = inhibition of WNV-induced cytopathic effect – cell-based, CPE readout (AID 1621); West Nile virus-infected cells, CPE inhibition; higher % means a stronger effect; CPE inhibition, % at 10 µM; hits with a dose series show IC50 in µM; actives 0.02% (n = 290,000); in the data active = a potency from the dose series; also: strong numbers were not always called active
RSV antiviral HEp-2 = inhibition of RSV-induced cytopathic effect – HEp-2 cells, primary 10 µM value included (AID 2391). HEp-2 cells, RSV-induced CPE inhibition; higher % means a stronger effect. CPE inhibition, % at 10 µM; hits with a dose series show IC50 in µM. actives 0.13% (n = 310,000); in the data active = a potency from the dose series; also: strong numbers were not always called active
UTI89 phage lysis = protection from phage-mediated lysis, alamar blue read-out – E. coli UTI89, K1F phage, bacterial capsule biogenesis inhibitors (AID 488966) | E. coli UTI89 K1F phage lysis, alamar blue, 2 h; higher % means a stronger effect | inhibition, % at 100 µM; hits with a dose series show IC50 in µM | actives 0.02% (n = 340,000);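 active = phage lysis inhibition, versus mean bacterial control, above a set limit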;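 also: capsule biogenesis inhibitors block K1F phage lysis so surviving cells raise fluorescence; higher fluorescence means more inhibition of phage lysis; actives were called in the ten point dose series up to 300 µM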
T cell HTS = T cell immune modulation candidate; 2C CD8+ T cell-vesicle binding, flow cytometry; stronger effect = lower value; calls only at 7 µM; actives 0.068% (n = 330,000);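 active = response, share of CD8 T cells binding vesicles, and their 90th percentile fluorescence all below set limits, cut at about 80% in these data, passing the limit was not always enough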
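Benchmarks: naked versus QL9-loaded vesicles / Assay system: purified 2C TCR transgenic mouse naive CD8+ T cells / Technique: high-throughput flow cytometry with anti-B7-1 and anti-CD8 staining / Timing: Cell–vesicle co-incubation 1.5 h at 37 °C, staining 20 min on ice / Read-out: percent CD8+ FL2 mean versus row control / Probe or stimulus: QL9-loaded Drosophila micro-vesicles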
Rac1 GTP hydrolysis = MgcRacGAP GTPase-activating activity inhibitors, confirmation, biochemical, ADP Hunter fluorescence | MgcRacGAP-stimulated Rac1 GTP hydrolysis, ADP Hunter fluorescence; higher % means a stronger effect; GST-tagged Rac1 F28L mutant substrate | inhibition, % at 30 µM; hits with a dose series show IC50 in µM | actives 0.6% (n = 340,000);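 active = first-screen hits whose inhibition reached a set limit at any dose in the follow-up dose series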;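 also: fluorescence reports GDP produced by GAP-driven GTP hydrolysis; strong numbers were not always called active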
NTR1 agonist = agonists of NTR1, primary screen, imaging, U2OS cells, beta-arrestin-GFP, high content (AID 493036) | P30989 | NTR1-U2OS beta-arrestin-GFP spot imaging, agonist mode | activation, % at 20 µM | actives 0.17% (n = 330,000);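 active = activation at or above 40% of the spot to cytoplasm intensity ratio, with at least 20 cells analyzed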;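 also: 0% = DMSO without peptide and 100% = 100 nM NTR1 peptide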
Target sequence (P30989 whole entry, looked up): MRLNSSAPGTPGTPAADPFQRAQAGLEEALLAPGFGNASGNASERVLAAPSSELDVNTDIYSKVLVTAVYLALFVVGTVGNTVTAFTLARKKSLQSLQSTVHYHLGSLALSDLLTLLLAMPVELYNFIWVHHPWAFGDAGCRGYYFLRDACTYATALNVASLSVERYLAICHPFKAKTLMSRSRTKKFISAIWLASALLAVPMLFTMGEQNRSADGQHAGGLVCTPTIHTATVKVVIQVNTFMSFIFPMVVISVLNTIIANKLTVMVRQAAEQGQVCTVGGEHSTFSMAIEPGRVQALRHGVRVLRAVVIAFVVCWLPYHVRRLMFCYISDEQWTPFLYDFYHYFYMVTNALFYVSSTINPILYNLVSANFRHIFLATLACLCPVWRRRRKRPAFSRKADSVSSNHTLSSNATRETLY
Large T inhibition = TAg ATPase/helicase activity blockers – biochemical (AID 1903) | one-dose inhibition, % at 20 µM; IC50 in µM for titrated hits | SV40 large T antigen ATPase/helicase inhibition assay; higher % means a stronger effect | actives 0.39% (n = 310,000); in the data active = a potency from the dose series; also: strong numbers were not always called active
Salmonella PhoP GFP = inhibitors of PhoP regulon expression, primary screen, Salmonella Typhimurium, GFP reporter (AID 1863) | actives 0.16% (n = 300,000) | S. Typhimurium PhoP-regulated promoter GFP reporter, 4 h; higher % means a stronger effect | inhibition, % at 50 µM; hits with a dose series show IC50 in µM;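 active = inhibition over 29.93%, a cutoff 3 SD above the screen mean, later confirmed by dose response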;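 also: 0% = low Mg2+ inducing control and 100% = high Mg2+ repressing control; strong numbers were not always called active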
Dengue-2 NS5 capping = flavivirus cap methylation enzyme inhibition – biochemical, confirmation dose response, primary screen (AID 588689). Dengue-2 NS5 methyltransferase capping enzyme assay, biochemical; higher % means a stronger effect. one-dose inhibition, % at 25 µM; IC50 in µM for titrated hits. actives 0.3% (n = 340,000); in the data active = a potency from the dose series
T cell HTS vesicle-bound % = also measured in T cell HTS; calls as there; double positive events, %; measured here: CD8+ vesicle-bound cell fraction;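 binding gate set so that unloaded-vesicle control wells show 10% double positive cells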
NTR1 agonist cell count 20 µM = recorded beside NTR1 agonist, whose call it bears; cell count; measured here: cell count, cytotoxicity flag
Dengue-2 NS5 capping pilot replicate = recorded beside Dengue-2 NS5 capping, whose call it bears; inhibition, %; measured here: pilot screen replicate inhibition
Starred values were filed as active, the others as inactive; i = inactive; . = no result given; [ ] = dose if it differs, or a comment. Compounds as they come; any-hit rate near 1.5%.

SMILES	West Nile antiviral	RSV antiviral HEp-2	UTI89 phage lysis	T cell HTS	T cell HTS vesicle-bound %	Rac1 GTP hydrolysis	NTR1 agonist	NTR1 agonist cell count 20 µM	Large T inhibition	Salmonella PhoP GFP	Dengue-2 NS5 capping	others
Clc1cccc(Cl)c1CSc1nnc(-c2ccncc2)s1	-1.1%	1.9%	0.4%	i	18	9%	13	44	0%	4%	-15%
O=C(CNC(=O)c1ccc(-c2ccccc2)cc1)OCc1c(F)cccc1Cl	0.2%	1.2%	0.2%	i	61	8%	0.1	108	6%	-4%	2%
O=C(CSc1nnc(CNC(=O)c2ccc(F)cc2)o1)Nc1ccc2c(c1)OCCO2	1.7%	0.1%	0.2%	i	35	7%	-0.2	63	8%	-4%	-5%
CCCOc1ccc(NC(=O)C(=O)NCCCn2ccnc2)cc1	-0.8%	0.2%	3.3%	i	44	0%	-1.1	43	17%	8%	12%
CC(=O)NC(=S)Nc1ccccc1N1CCCCC1	-1.1%	3.3%	0.1%	i	66	17%	1.7	71	0%	3%	3%
Cc1cccc(NS(=O)(=O)c2cccc(C(=O)N3CCN(c4ccccn4)CC3)c2)c1	-0.4%	8.3%	-0.3%	i	14	-6%	1.6	68	27%	4%	1%
COc1cc2nc(CN3CCN(C(c4ccccc4)c4ccccc4)CC3)[nH]c(=O)c2cc1OC	0.3%	0.6%	.	i	50	.	0.4	61	6%	-7%	.
O=C(CC(NC(=O)c1ccccc1Cl)c1ccccc1)Nc1ccc2c(c1)OCO2 (centres undefined)	-0.8%	-0.2%	2.5%	i	33	7%	-1.3	61	1%	-5%	-8%
Cc1cccc(CCN2C(N(C)C)=NC[C@@H]2Cc2ccccc2)c1	.	.	3.6%	i	10	3%	0.0	58	.	.	0%
COc1ccc(C)cc1NC(=O)CN(C)S(=O)(=O)c1ccc2c(c1)CCCN2C(C)=O	-0.1%	1.7%	0.5%	i	37	11%	0.9	64	12%	-11%	-4%
Cc1ccc(-c2ccc(/C=N\NC(=O)C3C(=O)NCC3c3ccccc3)o2)cc1Cl (centres undefined)	-1.1%	62%	0.5%	i	36	-4%	9.3	85	4%	7%	-1%
Cc1ccccc1NC(=O)COc1coc(CN2CCN(c3ccccc3)CC2)cc1=O	.	3.0%	0.9%[50 µM]	i	7	4%	-0.2	45	17%	-6%	-11%
COc1ccc(OC)c(/C=C/C(=O)OCC(=O)N2CCN(S(=O)(=O)c3ccc(C)cc3C)CC2)c1	.	.	0.1%[50 µM]	.	.	-4%	-0.5	57	.	.	1%
Cc1ccc(C2C(=O)N(C3CCC(C)CC3)CC(=O)N2C2CCCC2)cc1 (centres undefined)	-0.1%	-1.7%	3.3%	i	39	7%	1.1	83	11%	4%	4%
O=C(NCc1ccco1)c1cc(-c2ccccc2)on1	-0.1%	-1.1%	0.0%	i	24	12%	1.4	38	1%	-6%	-3%
CCOc1ccc(CNC(=O)c2ccco2)cc1	0.1%	0.8%	0.0%	i	37	8%	2.1	36	2%	-7%	-1%
C[C@H](NC(=O)N1CCn2c1nc1ccccc12)C(=O)NCc1ccco1	-0.2%	2.9%	-0.1%	i	37	-1%	-0.6	62	12%	-5%	-6%
CC1(C(=O)O)C=CCN1C(=O)c1ccccc1 (centres undefined)	-0.4%	1.2%	1.2%	i	40	17%	-4.8	91	12%	0%	-1%
CCOc1ccc(CCNC(=O)C2=C(C)C(=O)OC23CCC(C)CC3)cc1OCC (centres undefined)	-0.5%	1.0%	0.0%	i	59	-14%	0.0	89	7%	0%	-7%
CCOCCCNC(=O)Cn1nc(-c2ccccc2)ccc1=O	.	0.5%	0.0%	i	40	10%	-3.2	99	23%	2%	-2%
CC(C(=O)O)n1cc(Cl)cn1 (centres undefined)	0.6%	-1.9%	.	i	49	.	0.8	43	-18%	24%	.
CCN1C(=O)[C@H]2[C@H]3CN=C(SC)N3[C@@](Cc3ccccc3)(C(=O)OC)[C@H]2C1=O	.	.	0.4%	.	.	10%	2.6	49	.	.	-4%	Dengue-2 NS5 capping pilot replicate=-4.0
O=S(=O)(c1ccc(N2CCCC2)nc1)N1CCCC1	-0.1%	1.5%	0.2%	i	31	2%	2.1	59	10%	-1%	-5%
NC(=O)CC[C@@H]1NC(=O)[C@H](CO)NC(=O)c2cc([N+](=O)[O-])cc(I)c2OCC[C@@H](C(N)=O)NC1=O	-0.1%	2.5%	0.6%	i	57	5%	-0.3	79	12%	-6%	-6%
Cc1ccc(S(=O)(=O)N(C)c2ccc(OC(=O)COc3ccccc3)cc2)cc1	.	.	0.0%[50 µM]	i	53	23%	0.8	52	.	.	-8%
O=C(O)c1ccc(-n2c(-c3ccc(Br)cc3)n[nH]c2=S)cc1	0.5%	0.1%	0.1%	i	28	11%	-1.0	39	-5%	-1%	6%
c1cn(-c2ncnc3sc4c(c23)CCCC4)cn1	0.1%	4.4%	0.4%	i	42	5%	-0.1	62	2%	-1%	3%
Cc1cccc(CSCc2ccc(C(=O)NCC3CCCO3)o2)c1 (centres undefined)	-0.5%	-0.1%	-0.1%	i	24	-1%	0.2	69	5%	3%	-6%
COc1ccc2c(c1)c(C(=O)N/N=C/c1cccs1)c(C)n2C	-0.2%	1.4%	-0.1%	i	20	9%	1.4	51	15%	-7%	8%
O=C(/C=C\Nc1ccc2c(c1)OCO2)c1ccc2c(c1)OCO2	-0.2%	-2.7%	-1.1%	i	4	11%	0.8	51	17%	2%	3%

Brought forward from above: 2 entries, followed by the next part.
SMILES	West Nile antiviral	RSV antiviral HEp-2	UTI89 phage lysis	T cell HTS	T cell HTS vesicle-bound %	Rac1 GTP hydrolysis	NTR1 agonist	NTR1 agonist cell count 20 µM	Large T inhibition	Salmonella PhoP GFP	Dengue-2 NS5 capping	others
COc1ccc2c(c1)c(C(=O)N/N=C/c1cccs1)c(C)n2C	-0.2%	1.4%	-0.1%	i	20	9%	1.4	51	15%	-7%	8%
O=C(/C=C\Nc1ccc2c(c1)OCO2)c1ccc2c(c1)OCO2	-0.2%	-2.7%	-1.1%	i	4	11%	0.8	51	17%	2%	3%
COc1ccc(-n2c(Cn3c(=O)sc4ccccc43)nnc2SCC(=O)N2CCCCC2)cc1	-0.6%	0.4%	0.7%	i	46	-1%	16	62	6%	0%	1%
CCOC(=O)c1sc(NC(=O)c2cc3c(s2)CCC(C)C3)nc1C (centres undefined)	-0.1%	1.8%	0.9%	i	56	9%	1.4	49	4%	-12%	-8%
COc1nc(OC)nc(N2CCC(C(=O)NC3CC3)CC2)n1	0.7%	0.2%	0.2%	i	4	2%	-0.2	46	1%	1%	35%
COc1ccc(C(=O)NC(=S)Nc2ccc3[nH]c(=O)[nH]c3c2)c(OC)c1	0.0%	-0.1%	-0.1%	i	35	-2%	1.7	57	-6%	3%	-10%
O=C(c1cccc2nccnc12)N1CCCC(Nc2ccc(F)c(F)c2)C1 (centres undefined)	-0.5%	1.1%	0.1%	i	67	10%	0.1	58	6%	-1%	1%
COc1cccc(CC2(CO)CCCN(Cc3nc(-c4cccs4)oc3C)C2)c1 (centres undefined)	-1.3%	-2.4%	0.6%	i	25	5%	1.9	58	2%	0%	-8%
O=C(CN1CCCCC1)N/N=C/c1cccc(C(F)(F)F)c1	.	-1.4%	2.5%	i	30	6%	-0.1	52	11%	.	-1%
COc1ccc(Cl)cc1NC(=O)C1CC(c2c(F)cccc2Cl)=NO1 (centres undefined)	-0.6%	16%	-0.1%	i	65	6%	5.2	64	3%	5%	-11%
COc1cc(OC)cc(C(=O)OCC(=O)NC(c2ccccc2)c2ccccc2)c1	.	1.2%	1.2%[50 µM]	i	28	3%	17	48	.	.	-9%
N#Cc1c(NC(=O)CSc2nc3ccccc3c(=O)n2Cc2ccco2)sc2c1CCCC2	0.6%	2.2%	0.0%	i	57	3%	-0.9	101	.	.	8%
CC(C)(C)C(=O)Nc1ccc(C(=O)Nc2cccc(Oc3ccc(C(=O)O)c(C(=O)O)c3)c2)cc1	0.0%	1.4%	-0.2%	i	32	15%	-1.7	59	10%	1%	10%	Dengue-2 NS5 capping pilot replicate=-1.5
COc1ccc(OC)c(NC(=O)COC(=O)Cc2ccc(Br)cc2)c1	0.2%	1.4%	-0.3%	i	18	5%	1.6	46	-9%	5%	-6%
COc1ccc(OC(C)c2ccc(C#N)c(=O)[nH]2)cc1 (centres undefined)	1.1%	1.5%	2.1%	i	63	8%	-0.4	72	12%	-11%	.

Entries listed so far that have a Cl atom:
SMILES	West Nile antiviral	RSV antiviral HEp-2	UTI89 phage lysis	T cell HTS	T cell HTS vesicle-bound %	Rac1 GTP hydrolysis	NTR1 agonist	NTR1 agonist cell count 20 µM	Large T inhibition	Salmonella PhoP GFP	Dengue-2 NS5 capping	others
Clc1cccc(Cl)c1CSc1nnc(-c2ccncc2)s1	-1.1%	1.9%	0.4%	i	18	9%	13	44	0%	4%	-15%
O=C(CNC(=O)c1ccc(-c2ccccc2)cc1)OCc1c(F)cccc1Cl	0.2%	1.2%	0.2%	i	61	8%	0.1	108	6%	-4%	2%
O=C(CC(NC(=O)c1ccccc1Cl)c1ccccc1)Nc1ccc2c(c1)OCO2 (centres undefined)	-0.8%	-0.2%	2.5%	i	33	7%	-1.3	61	1%	-5%	-8%
Cc1ccc(-c2ccc(/C=N\NC(=O)C3C(=O)NCC3c3ccccc3)o2)cc1Cl (centres undefined)	-1.1%	62%	0.5%	i	36	-4%	9.3	85	4%	7%	-1%
CC(C(=O)O)n1cc(Cl)cn1 (centres undefined)	0.6%	-1.9%	.	i	49	.	0.8	43	-18%	24%	.
COc1ccc(Cl)cc1NC(=O)C1CC(c2c(F)cccc2Cl)=NO1 (centres undefined)	-0.6%	16%	-0.1%	i	65	6%	5.2	64	3%	5%	-11%

Screening results deposited in PubChem BioAssay by several laboratories.
